Ba/F3 V617F tox = lowers viability of Ba/F3 cells expressing EpoR and JAK2V617F. ATP luminescence. inhibition, % at 5.6 µM. 220,000 compounds, 1.1% hits. AID 1446;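 active = inhibition above the campaign mean plus 3 SD over all tested compounds, cut at about 24% in these data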;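 note: cytokine-independent growth of Ba/F3 cells driven by EpoR plus mutant JAK2; 0% = DMSO-treated cells and 100% = JAK inhibitor I control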
PERK inh = inhibitors of human PERK kinase; CHO PERK-DD fusion, SEAP luminescence translation reporter; inhibition, % at 5.6 µM; 220,000 compounds, 0.17% hits; AID 1416;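 active = inhibition above the mean inhibition of all tested compounds plus 3 SD, set separately per screening campaign, cut at about 2.9% in these data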;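 note: PERK kinase domain activated by AP20187 dimerizer at 100 nM; 0% = DMSO with dimerizer and 100% = rapamycin at 8.4 µM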
zfTRPN1 agonist = agonists of zebrafish TRPN1 channel; HEK293 zebrafish TRPN1-YFP, Fluo-8 calcium fluorescence; 100% = response to 87 µM carbachol; activation, % at 3 µM; 220,000 compounds, 0.18% hits;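 active = activation above its plate's cutoff, the mean activation of test wells on that plate plus 3 SD, cut at about 19% in these data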;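 note: 0% = DMSO alone and 100% = 87 µM carbachol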
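Assay system: Zebrafish TRPN1-YFP in HEK293 cells | Incubation: Dye loading 1 h at 37 °C, then 30 min room temperature | Measured by: Kinetic Fluo-8 fluorescence, ex 470-495, em 515-575 nm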
S1P4 antag = human S1P4 receptor antagonism | S1P4-expressing cells, antagonist mode, reporter read-out | inhibition, % at 4.98 µM | 220,000 compounds, 0.26% hits; in the data active = inhibition above about 29%;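 note: 0% = wells stimulated with agonist and 100% = vehicle wells without agonist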
Target sequence (O95977 whole entry, looked up): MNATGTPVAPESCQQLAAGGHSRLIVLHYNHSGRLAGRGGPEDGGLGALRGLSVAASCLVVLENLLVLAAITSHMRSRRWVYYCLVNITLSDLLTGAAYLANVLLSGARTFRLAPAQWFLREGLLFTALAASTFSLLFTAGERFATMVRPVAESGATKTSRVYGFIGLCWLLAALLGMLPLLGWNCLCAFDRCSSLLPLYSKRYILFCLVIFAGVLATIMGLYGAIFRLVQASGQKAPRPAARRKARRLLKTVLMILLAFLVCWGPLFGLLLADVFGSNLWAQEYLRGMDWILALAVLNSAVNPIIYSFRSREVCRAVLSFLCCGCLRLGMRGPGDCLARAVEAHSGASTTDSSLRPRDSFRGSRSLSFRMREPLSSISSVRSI
S1P4 ag = human S1P4 receptor agonism; O95977; S1P4-expressing cell line, agonist reporter assay; activation, % at 4.98 µM; 220,000 compounds, 0.35% hits; in the data active = activation above about 11%;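 note: 0% = DMSO vehicle and 100% = reference agonist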
EP2 modulator = modulators of human EP2 prostaglandin E2 receptor; P43116; EP2-expressing cells, cAMP HTRF FRET, PGE2 co-stimulation; induction, % at 25 µM; 260,000 compounds, 0.83% hits; AID 940;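 active = compounds whose cAMP rise, as percent of the full-agonist control response, exceeds 60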;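 note: rat C6 glioma line stably carrying human EP2 under a CMV promoter; the protocol text gives 20 µM as final concentration; 100% = response of wells given 1 µM PGE2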
Target sequence (P43116 whole entry, looked up): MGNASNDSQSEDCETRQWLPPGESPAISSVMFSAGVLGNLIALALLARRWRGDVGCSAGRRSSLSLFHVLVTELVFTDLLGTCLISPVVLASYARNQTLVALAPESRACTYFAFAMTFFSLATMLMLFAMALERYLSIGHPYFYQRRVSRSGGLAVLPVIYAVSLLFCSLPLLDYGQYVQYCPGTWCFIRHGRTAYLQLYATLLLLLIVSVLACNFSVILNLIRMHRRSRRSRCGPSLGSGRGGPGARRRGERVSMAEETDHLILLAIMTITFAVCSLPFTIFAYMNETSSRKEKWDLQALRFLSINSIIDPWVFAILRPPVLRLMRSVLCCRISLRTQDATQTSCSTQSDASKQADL
Calpain2 inh = inhibitors of pig calpain II | purified calpain II, fluorogenic peptide substrate, 30 min | inhibition, % at 16 µM | 220,000 compounds, 0.37% hits;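 active = inhibition above about 50%, limit read from the data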
TRPML3 agonist = human mucolipin-3 channel agonism; Q8TDD5; HEK293 TRPML3-YFP, Fluo-8 calcium fluorescence; 100% = the carbachol control signal; 220,000 compounds, 0.29% hits; activation, % at 3 µM;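 active = activation above its plate's cutoff, the mean activation of the plate's test wells plus 3 SD, cut at about 12% in these data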;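 note: 0% = DMSO only wells and 100% = carbachol wells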
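system = HEK293 cells stably carrying human TRPML3-YFP | doses = one concentration, 3 µM nominal, 0.3% DMSO | timing = dye loading 1 h 37 °C then 30 min ambient, 125 s read | detection = Fluo-8 calcium dye fluorescence, ex 470-495, em 515-575 nm | benchmarks = high control carbachol 87 µM, low control DMSO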
BaF3 tox = reduces parental Ba/F3 cell viability, JAK2V617F counter-screen. CellTiter-Glo ATP luminescence. 220,000 compounds, 1.1% hits. AID 1486. inhibition, % at 5.6 µM;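 active = inhibition above a per-campaign cutoff, the mean inhibition of all tested compounds plus 3 SD, cut at about 27% in these data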;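 note: 0% = DMSO wells and 100% = JAK Inhibitor I control wells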
Active calls of the source: *; x = no result given; & = joins results of further samples.

SMILES	Ba/F3 V617F tox	Calpain2 inh	S1P4 ag	EP2 modulator	TRPML3 agonist	BaF3 tox	zfTRPN1 agonist	PERK inh	S1P4 antag
CC(C)(C)OC(=O)N1CCC[C@H]1C(=O)NCC1CCC(C(=O)O)CC1 (some centres not stated)	2	8	1.0	6	0.5	7	1.0	-0.1	-13
COC(=O)C1(O)CC(CC(C)C)=NN1C(=O)c1ccccc1 (configuration not stated)	-4	42	2.7	9	-0.4	0	0.7	1.8	4
Cc1cc(OCC(=O)NCCO)ccc1Cl	0	-11	1.0	6	1.4	5	1.0	-0.1	-15
COc1ccccc1CNC(=O)CSc1ccccc1	2	-41	-1.5	-5	0.1	5	-1.9	1.7	-5
CCC(C(=O)Nc1cccc(C(=O)O)c1C)c1ccccc1 (configuration not stated)	-5	6	-3.1	14	0.6	2	-0.7	3.5*	-6
O=C1c2nccnc2C(=O)N1c1ccc(F)cc1	3	27	-1.1	-13	0.6	0	0.6	-0.3	-10
CCCCC(CC)C(=O)NCCc1ccc(S(N)(=O)=O)cc1 (configuration not stated)	5	-8	1.4	-14	0.4	5	-0.2	-0.2	-19
COc1ccc(-n2c(Cc3cccn3C)nnc2SCC(=O)NC2CCCC2)cc1	-6	-22	-0.1	11	-0.4	1	-0.9	-0.8	-18
O=C(c1coc(=O)c(Br)c1)N1CCOCC1	5	-7	-2.4	30	0.3	4	2.3	0.5	-6
CC1(C(=O)O)C=CC2(CCCCC2)N1C(=O)c1ccccc1 (configuration not stated)	-2	15	0.8	13	0.3	5	-0.4	-0.5	10

The list goes on, overlapping the part above by three compounds.
SMILES	Ba/F3 V617F tox	Calpain2 inh	S1P4 ag	EP2 modulator	TRPML3 agonist	BaF3 tox	zfTRPN1 agonist	PERK inh	S1P4 antag
COc1ccc(-n2c(Cc3cccn3C)nnc2SCC(=O)NC2CCCC2)cc1	-6	-22	-0.1	11	-0.4	1	-0.9	-0.8	-18
O=C(c1coc(=O)c(Br)c1)N1CCOCC1	5	-7	-2.4	30	0.3	4	2.3	0.5	-6
CC1(C(=O)O)C=CC2(CCCCC2)N1C(=O)c1ccccc1 (configuration not stated)	-2	15	0.8	13	0.3	5	-0.4	-0.5	10
Cc1cc(C)n2c(Nc3ccc4c(c3)OCCO4)c(-c3ccco3)nc2n1	0	-8	-1.6	7	-0.5	2	-0.7	0.7	-3
COCCn1c(SCC(=O)Nc2cccc(OC)c2)nc2c(oc3ccccc32)c1=O	-2	-48	0.4	-28	-0.6	4	-1.3	-1.4	-13
CCCCOC(=O)c1cc(C)nc2ccc(Br)cc12	-4	-22	0.0	46	1.2	2	0.4	0.7	2
O=C1C(C=NCc2ccco2)=C(O)c2ccccc21	-2	-21	-0.2	-16	0.8	4	1.1	1.1	-7
CCOC(=O)COc1ccc(S(=O)(=O)Nc2ccc(C)cc2)cc1	-2	-3	-3.1	-10	2.6	0	1.2	0.3	-5
COCCn1c(Cc2ccccc2)nnc1SCC(=O)N1CCOCC1	-3	3	-1.4	16&14	1.1	-1	1.3	1.0	0
CCN(CC)CCNC(=O)c1cn(CC)c2ccc(S(=O)(=O)N(C)C)cc2c1=O	1	-4	-0.8	7	1.0	2	1.7	-0.8	-8
CC(C)(C)c1ccc(C(=O)c2c[nH]c(C(=O)NCc3cccnc3)c2)cc1	2	-9	-1.2	31	0.8	6	2.8	-1.0	-21
CCN(CC)C1CCN(Cc2cn[nH]c2-c2ccc(OC)c(F)c2)C1 (configuration not stated)	0	-27	1.5	-4	0.8	4	0.3	0.7	-24
CC(Oc1ccccc1)C(=O)NN1Cc2ccccc2C1=N (configuration not stated)	-3	-9	4.4	23	0.7	1	0.7	-0.1	-10
CCCCc1nc(NCCNC(=O)c2ccco2)c(C#N)c2c1CSC(C)(C)C2	1	x	1.1	x	-0.1	8	1.9	-2.5	-8
O=C(NCC1CCCO1)c1cc2ccccc2[nH]1 (configuration not stated)	1	-9	0.1	-27	1.2	6	0.3	0.3	-23
CCSc1nc2c(sc3ccccc32)c(=O)n1C(C)C	-3	25	-4.3	53	0.7	3	0.0	0.4	-5
COC(=O)CCN1CCN(S(=O)(=O)c2ccccc2Br)CC1	0	-20	-0.8	21	0.9	3	-0.2	0.3	-8
CCOc1ccc(Br)cc1S(=O)(=O)Nc1ccc(N2CCOCC2)cc1	0	-17	-0.3	-21	1.7	6	1.1	-0.8	-3
CN1CCN(CC#CCC(O)(c2ccccc2)c2ccccc2)CC1	4	28	-0.6	-11	0.6	2	1.4	-1.9	1
Cc1nc(-c2cccnc2)sc1C(=O)Nc1ccc(C(F)(F)F)cc1	-3	-28	0.8	-26	0.2	8	5.1	0.7	-19
CN(C)/C=C1/C=C(C=O)OC1=O	2	21	0.1	4	0.1	-2	0.4	0.7	9
CC1Cc2ccccc2N1C(=O)CSc1nc2cc3c(cc2cc1C#N)OCO3 (configuration not stated)	-2	-293	-4.8	20	0.4	5	1.2	1.0	6
Cc1cc(C)c(C)c(N=Nc2nc3ccccc3n2C)c1C	-5	14	-1.0	52	-0.8	3	-2.4	-1.2	-10
Cc1ccc(Cc2cnc(NC(=O)C3=NCCN3)s2)cc1	0	-6	3.2	-41	0.5	4	2.9	0.3	-3
COc1ccc(-n2c(C)c(C(=O)O)c3cc(OC)c4ccccc4c32)cc1	-1	-43	-0.5	70*	0.9	1	-1.1	2.1	-3
O=C(CSc1nc2ccccc2s1)N1c2ccccc2Sc2ccccc21	0	-22	0.0	44	0.2	1	-1.6	-1.1	-9
COc1ccc(OCC(=O)N/N=C(\C)c2ccc(OC)cc2)cc1	4	-1	4.1	-21	1.1	4	0.7	0.1	1
O=c1c2ccccc2nc2n1C(CSc1ccc(F)cc1)CN2 (configuration not stated)	0	-41	1.5	-13	0.4	4	-0.8	1.2	2
COc1ccc(/C=C/C(=O)Nc2ccccc2)cc1OC	-4	4	-0.6	-39	-0.7	3	2.5	0.3	9
CC1(C)N=C(/C=N/O)C=[N+]1[O-]	-4	-18	0.2	24	0.5	1	0.2	1.3	0
CCN(c1ccccc1)c1nc(=O)c2cccnc2s1	2	14	1.8	-8&10	0.4	4	0.3	0.1	-7
N#CCCn1c(=O)n(CCC#N)c2ccccc21	-1	-19	-1.1	13	1.2	7	1.4	0.3	-3
CC1Cc2ccccc2N1S(=O)(=O)c1cccs1 (configuration not stated)	3	16	-1.6	-1	-1.3	6	-1.2	-0.7	-9
O=C(NCC1CCCO1)c1cc(-c2ccccc2)nc2ccccc12 (configuration not stated)	0	9	0.7	-8	-0.6	-1	0.0	1.4	-7
COc1ccc(C2C(Oc3ccccc3)C(=O)N2c2ccc(C)c(C)c2)cc1OC (configuration not stated)	-2	x	-0.5	x	-0.1	3	1.5	-0.8	-3
COc1cc2c(cc1OC)CN(C(=O)c1ccc([N+](=O)[O-])o1)CC2	1	-25	0.0	-3	0.6	3	0.1	-1.9	7
CC(C)Cc1oc(C(=O)O)cc1CN	1	-9	-0.4	24	1.0	5	0.2	1.0	-2
CN(C)c1oc(/C=C/c2ccccc2)nc1C#N	-1	-135	1.9	18	0.4	0	-1.7	-0.3	-9
CC(c1ccccc1)N1C(=O)c2ccccc2C1(O)Cc1ccccc1 (configuration not stated)	1	11	0.9	38	1.2	5	-0.2	0.4	8
CCCCCn1c(CCC(=O)Oc2ccccc2OC)nc2c1c(=O)[nH]c(=O)n2CCCC	-2	-19	1.0	41	0.4	1	1.1	-0.9	17
COc1ccc(N/N=C(/N=Nc2nc(C)cc(=O)[nH]2)c2ccccc2)cc1	14	-45	1.8	12	-0.5	4	-1.1	-1.3	-5
CCOC(=O)N1CCC(NC(=O)CCCC(=O)O)CC1	0	-2	1.5	-19	0.9	-3	-1.1	1.2	2
Cc1nc(C)c(C(=O)NNS(=O)(=O)c2ccc3ccccc3c2)s1	-1	2	0.6	-22	3.4	4	7.5	-0.2	-26
Cc1cc(-c2nnc(SCC(=O)c3ccc(Cl)cc3)o2)no1	-1	-26	0.3	9	0.4	6	1.6	0.5	-17
Cc1cccc(NC(=O)CN2C(=S)NC(C)(C)CC2C)c1 (configuration not stated)	-6	1	-0.9	0	0.5	-4	0.2	0.5	-1
CSCCC(NC(=O)C1CC1)c1nc2ccccc2[nH]1 (configuration not stated)	-2	-15	-1.8	-1	0.9	2	0.5	0.0	-19
Cc1cc(CC(C)C)n(-c2nc3ccccc3c(=O)n2OCC(=O)N(C)C)n1	4	27	-0.4	-16	0.1	8	-0.3	-1.0	10
CCCCCCC(=O)N(O)C1CC(=O)N(c2ccc(C)cc2)C1=O (configuration not stated)	9	29	0.2	10	0.0	9	-0.3	0.3	16
O=C(NCc1cn2ccsc2n1)c1cccs1	-5	5	-1.6	8	-0.5	3	0.9	1.0	-4
O=S(=O)(NCc1ccc2c(c1)OCO2)c1ccc2c(c1)oc1ccccc12	-1	-15	1.9	-34	-0.1	1	-1.4	0.9	-6
N#CC1=C(N)S[C@H](C(=O)C23CC4CC(CC(C4)C2)C3)[C@H]1c1ccncc1	4	1	-1.1	66*	-0.7	7	5.2	-0.2	-1
CC(C)OC(=O)CSc1nnc(-c2ccccc2)n1N	6	-18	3.9	-2	0.1	4	1.4	0.2	1
CCCOc1ccc(/C=N/Nc2ccccc2[N+](=O)[O-])c(O)c1	-3	-2	0.6	-4	0.6	4	0.8	0.4	-1

(list continues)
SMILES	Ba/F3 V617F tox	Calpain2 inh	S1P4 ag	EP2 modulator	TRPML3 agonist	BaF3 tox	zfTRPN1 agonist	PERK inh	S1P4 antag
O=C(CSc1ccccc1Cl)NC1CCCc2ccccc21 (configuration not stated)	-1	-26	0.6	3	-0.6	4	-1.8	0.4	-1
CCCCOC(=O)c1[nH]c(C)c(C(=O)OC)c1C	4	31	1.0	-3	-0.8	8	-1.6	-0.4	-7
CCc1ccc(C(C)NC(=O)c2ncn[nH]2)cc1 (configuration not stated)	-4	-1	-2.5	7	-0.4	5	-1.0	1.5	-18
CS(=O)(=O)N(CC(=O)NCc1ccco1)c1ccc2c(c1)OCO2	0	-37	0.0	-1	-0.1	2	0.9	0.2	-7
O=C(OCc1ccccc1)N1CCOCCN(C(=O)OCc2ccccc2)CCOCC1	-5	2	2.2	6	-0.2	1	-2.4	0.3	-7
Cc1ccc(N2CC(C(=O)Nc3ccc(S(=O)(=O)N4CCOCC4)cc3)CC2=O)cc1 (configuration not stated)	-4	-21	0.3	21	0.1	5	-0.2	0.8	-10
COc1ccc(/C=C/C(=O)Nc2cc(C(F)(F)F)ccc2Cl)cc1	0	-16	-1.4	-1	0.5	0	-0.2	0.7	10
COCCCn1c(-c2ccc(Cl)cc2)n[nH]c1=S	-3	-29	-0.4	18	0.3	4	-0.9	0.5	-15
CC1=Nc2ccccc2/C1=C/c1sc(=N)n(-c2nccs2)c1O	0	-63	-1.8	-5	7.8	15	16	-2.2	6
Cc1cc(C(=O)COC(=O)C2=COCCO2)c(C)n1-c1ccc2c(c1)OCO2	-6	-2	-0.2	11	1.4	0	2.2	1.0	-13
CCCC(=O)Nc1ccc2c(c1)c1ccccc1n2CC	1	10	-0.2	-51	-0.1	5	-0.2	0.1	-8
